Bioassay records (PubChem)
RAD52 inh: blocks human RAD52 DNA annealing | P43351 | recombinant RAD52 DNA annealing, FRET fluorescence | inhibition, % at 18.7 µM | 360,000 compounds, 0.46% hits | AID 651710;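 active means every replicate showing at least 50% inhibition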
Target sequence (P43351 whole entry, looked up): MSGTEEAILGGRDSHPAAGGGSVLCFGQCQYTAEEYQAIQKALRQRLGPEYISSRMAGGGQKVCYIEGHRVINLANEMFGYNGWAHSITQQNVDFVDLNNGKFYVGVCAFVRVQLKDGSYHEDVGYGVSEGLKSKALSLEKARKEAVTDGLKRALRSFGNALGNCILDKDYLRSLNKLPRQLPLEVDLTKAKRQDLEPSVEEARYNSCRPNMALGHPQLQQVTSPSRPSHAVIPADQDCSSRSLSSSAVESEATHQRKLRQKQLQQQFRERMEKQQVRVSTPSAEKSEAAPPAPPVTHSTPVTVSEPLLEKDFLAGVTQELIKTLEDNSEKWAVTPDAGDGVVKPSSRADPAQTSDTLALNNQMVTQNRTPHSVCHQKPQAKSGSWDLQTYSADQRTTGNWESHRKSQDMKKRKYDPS
E-sel inducer: induces E-selectin expression in human endothelial cells. AID 686992. HUVEC E-selectin immunofluorescence imaging; normalized: neutral wells 0, TNF-alpha wells 100. activation, % at 7.58 µM. 260,000 compounds, 0.37% hits;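 active means mean E-selectin-positive cell signal at least 10% of the positive control, reached in at least 60% of replicates, without over 20% cell loss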;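 further: in these data hits start at about 27%; measured in HUVEC primary endothelial cells; signal is the percent of cells scored E-selectin positive by PE staining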
Target sequence (P16581 whole entry, looked up): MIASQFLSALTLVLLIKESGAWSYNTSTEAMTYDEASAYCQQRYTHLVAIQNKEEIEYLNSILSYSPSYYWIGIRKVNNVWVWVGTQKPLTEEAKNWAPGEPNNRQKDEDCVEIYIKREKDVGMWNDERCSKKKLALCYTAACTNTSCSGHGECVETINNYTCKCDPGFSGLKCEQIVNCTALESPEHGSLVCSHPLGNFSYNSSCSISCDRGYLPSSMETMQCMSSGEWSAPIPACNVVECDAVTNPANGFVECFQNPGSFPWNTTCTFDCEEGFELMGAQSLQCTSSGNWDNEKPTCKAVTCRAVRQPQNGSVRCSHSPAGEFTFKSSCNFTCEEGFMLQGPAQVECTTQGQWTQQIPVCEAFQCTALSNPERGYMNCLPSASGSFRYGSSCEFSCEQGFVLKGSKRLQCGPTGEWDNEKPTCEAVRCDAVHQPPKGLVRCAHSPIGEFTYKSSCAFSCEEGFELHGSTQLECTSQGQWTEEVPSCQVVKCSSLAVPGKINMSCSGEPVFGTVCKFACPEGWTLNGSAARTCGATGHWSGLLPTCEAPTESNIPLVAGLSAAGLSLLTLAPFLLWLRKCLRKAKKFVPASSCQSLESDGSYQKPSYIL
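Test system: HUVEC; input: 3,000 HUVEC/well; measured by: immunofluorescence imaging; read-out: % PE-positive cells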
miR122 inh: inhibitors of miR-122 in Huh7 cells; 340,000 compounds, 0.3% hits; activation (reporter increase), % at 12.5 µM; Huh7 miR-122 Renilla luciferase sensor, 48 h; neutral wells = 0, positive control = 100;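 active means mean replicate activation score at least 90 and every replicate individually at or above 90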;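 further: higher luciferase means less miR-122 activity so hits act as miR-122 inhibitors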
PglD DTNB: blocks C. jejuni PglD acetyltransferase activity; purified PglD enzyme, DTNB colorimetric CoA detection; AID 602405; 360,000 compounds, 0.098% hits; inhibition, % at 12.5 µM; in the data active means inhibition above about 16%, passing the limit was not always enough; further: strong numbers were not always called active
RAD54 inh: RAD54 (human) branch migration inhibition | Q92698 | 360,000 compounds, 0.14% hits | AID 602329 | inhibition, % at 10.4 µM | RAD54 Holliday junction branch migration, FAM/BHQ fluorescence;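 active means mean normalized replicate activity at least 40 and at least half of replicates scoring 40 or more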;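 further: 0% = median of neutral control wells and 100% = median of positive control wells; inhibitors cause a drop in the FAM fluorescence signal; in these data hits start at about 50%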
ERAP1 inh: ERAP1 (human) enzyme inhibition. 340,000 compounds, 0.15% hits. inhibition, % at 10.7 µM. recombinant ERAP1, Leu-AMC fluorescence, 60 min. Q9NZ08;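 active means mean replicate inhibition of at least 30%, or all replicates individually reaching that 30% level; inactive means mean below 30% and not every replicate reaching it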;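 further: 0% = neutral control wells and 100% = L-leucinethiol positive control wells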
Cneo AK release: Cryptococcus neoformans lysis via adenylate kinase release | C. neoformans lysis, adenylate kinase release luminescence, 4 h; normalised: neutral wells 0, clomiphene wells 100 | lysis activity, % at 15 µM | 360,000 compounds, 0.2% hits | AID 651654;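 active means mean lysis activity across replicates of at least 80%, whatever share of replicates individually reach that level; inactive means mean lysis activity below 80%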
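Test system: log-phase Cryptococcus neoformans yeast cells. Input: 5 × 10^6 yeast cells/mL. Medium: fresh YPD growth medium. Doses: single dose. Incubation: static 4 h at 37 °C with compound, 1 h detection. Measured by: luminescent adenylate kinase detection reagent. Read-out: signal increase indicating cell lysis. Benchmarks: Clomiphene.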
PGC1a acetyl inh: PGC1a acetylation modulation, inhibitor mode | U2OS PGC1a acetylation, AlphaScreen anti-acetyl-lysine; with virally co-expressed GCN5 acetyltransferase | 350,000 compounds, 0.17% hits | inhibition, % at 15.6 µM;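 active means every replicate shows inhibition of at least 40%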;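 further: 0% = neutral control wells and 100% = positive control wells; some results beyond the cut were filed as inactive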
* = called active by the depositor; / = no result given; & = joins results of further samples; [ ] = remark or other dose.

Values run as follows: RAD52 inh | E-sel inducer | miR122 inh | PglD DTNB | RAD54 inh | ERAP1 inh | Cneo AK release | PGC1a acetyl inh
O=C(OCCN1CCCCC1)c1ccccc1Cl
  2 | / | -4 | -3 | -17 | -6 | -1 | 3
C[C@@H]1CCCCO[C@H](CN(C)Cc2ccncc2)[C@H](C)CN([C@@H](C)CO)C(=O)c2cc(NC(=O)C3CCCCC3)ccc2O1
  7 | 0.6 | 52[16.7 µM] | -1 | -1 | 2 | 45 | 12
COc1ccc(NC(=O)Nc2nnc([C@H]3C[C@H](O)[C@@H](CO)O3)s2)cc1
  -1 | 0.5 | -9 | 3 | 3 | -1 | -1 | 10
CCCc1cc(=O)oc2cc(OCC(=O)NC(Cc3c[nH]c4ccc(O)cc34)C(=O)O)c(Cl)cc12 (stereo not given)
  -11 | / | -15 | 3 | -8 | -1 | 2 | 10
CC(=O)c1sc(C(C)(C)C)cc1NC(=O)/C=C/C(=O)O
  -3 | -1.6 | -10 | 3 | -7 | -3 | -2 | -4
CCN(C(=S)Nc1ccccc1F)C1CCCCC1
  / | / | 2 | 5 | -2 | / | 3 | -1
O=C(Nc1ncccc1O)c1c(O)c2ccccc2[nH]c1=O
  -5 | 2.3 | 4 | / | / | / | / | 1
COc1cc(/C=N/NC(=O)c2ccncc2)cc(OC)c1OC
  -8 | / | -3 | -5 | -10 | 4 | 0 | 10
C[C@H]1CN([C@@H](C)CO)S(=O)(=O)c2ccc(C#Cc3ccccn3)cc2O[C@@H]1CN(C)Cc1ccccc1
  -106 | 0.3 | 8[16.7 µM] | 1 | -6 | 2 | 107* | -14
C[C@H]1CN([C@@H](C)CO)S(=O)(=O)c2ccc(-c3ccc(C(=O)N(C)C)cc3)cc2O[C@@H]1CN(C)Cc1ccccc1C(=O)O
  -18 | 0.0 | -5[16.7 µM] | 2 | 11 | -4 | -1 | 16
COc1ccc(-c2nnc(SC(C)C(=O)NCc3ccc4c(c3)OCO4)n2Cc2ccco2)cc1 (stereo not given)
  -6 | / | / | -3 | -9 | 3 | 0 | /
CCCCOC(=O)C1=C(C)Nc2nnnn2C1c1ccc(OC)c(OC)c1OC (stereo not given)
  / | / | 14 | -7 | 2 | / | 2 | -4
CC(C)(C)S(=O)N1Cc2cc(C(=O)NCc3ccc4c(c3)OCO4)nc(-c3cccc(-c4cc5ccccc5o4)c3)c2[C@@H]1CCO (stereo not given in full)
  -43 | -1.3 | -9 | 5 | -6 | 0 | -1 | 0
CCOC(=O)c1c(CCl)nc2ccccc2c1-c1ccccc1
  -20 | / | -1 | / | / | 0 | / | 5
CC(C)C#Cc1ccc([C@@H]2[C@H](C#N)N(C(=O)C3CCC3)[C@H]2CO)cc1
  -5 | 0.7 | / | -1 | -2 | -2 | -2 | 3
Cc1cccc(S(=O)(=O)N2C[C@@H]3N[C@H](C2)C3c2ccc(-c3cccc(C(=O)N(C)C)c3)cc2)c1 (stereo not given in full)
  -37&6 | -0.1&0.1 | / | / | / | -2&2 | / | -6&3
COc1ccc(NC(=O)Nc2ccc3c(c2)C(=O)N([C@H](C)CO)C[C@H](C)[C@@H](CN(C)S(=O)(=O)c2ccc(F)cc2)O3)cc1
  1&-9 | -15&-0.2 | -8 | 0 | -6 | 3&1 | 0 | 8&-5
CNC(=O)c1c(NC(=O)c2ccc(S(=O)(=O)N3CCCCC3)cc2)sc2c1CCN(C(C)C)C2
  -34 | 0.5 | / | -7 | 15 | 3 | -4 | /
N#Cc1cnn(-c2ncnc3sc4c(c23)CCCC4)c1N
  / | / | -5 | 9 | -6 | / | 0 | -13
Cc1ccc(C(=O)N2c3ccccc3Sc3ccccc32)cc1
  3 | -0.1 | -1 | -1 | 4 | -1 | 1 | /
S=C(Nc1cccc(Cl)c1Cl)N1CCCC1
  0 | 0.1 | 9 | 6 | -3 | 2 | 1 | /
CC(OC(=O)CNC(=O)C12CC3CC(CC(C3)C1)C2)C(=O)Nc1ccc(S(N)(=O)=O)cc1 (stereo not given)
  -24 | / | -4 | / | / | -3 | / | 7
Cc1ccc(C(=O)NNC(=O)c2cccc(S(=O)(=O)N3CCN(c4ccccc4)CC3)c2)cc1
  / | / | -7 | 3 | 8 | / | -2 | -8
O=C(Nc1cccc(F)c1)N[C@@H]1CC[C@@H](CCNS(=O)(=O)c2cccc(Cl)c2)O[C@H]1CO
  -10 | 1.4 | / | -2 | -6 | 13 | -4 | -3
COc1ccc(N2c3ccccc3CN(Cc3ccccc3)CC2Cc2cc(OC)c(OC)c(OC)c2)cc1 (stereo not given)
  -7 | -0.2 | 1 | 0 | 5 | -2 | 0 | 10
CCN(CC(=O)Nc1ccc(NC(C)=O)cc1)S(=O)(=O)/C=C/c1ccccc1
  -16 | -0.5 | -1 | -1 | 0 | 3 | -3 | -13
COc1ccccc1S(=O)(=O)N(C)C[C@H]1OCc2cn(nn2)CCCC(=O)N([C@@H](C)CO)C[C@H]1C
  -1 | 0.0 | 2[16.7 µM] | 2 | -9 | -1 | 1 | 8
CC(Oc1ccccc1Cl)c1nnc(N)s1 (stereo not given)
  / | / | 3 | 5 | 9 | / | 0 | 3
C=CCN1C(=O)c2ccccc2NC1c1ccc(Br)s1 (stereo not given)
  -22 | / | -1 | 5 | -3 | 0 | 5 | -14
CC(C)NC(=O)N[C@H]1CC[C@@H](CCN)O[C@H]1CO
  4 | -0.5 | 7[16.7 µM] | 2 | 4 | -4 | 16 | 10

Following part
Values run as follows: RAD52 inh | E-sel inducer | miR122 inh | PglD DTNB | RAD54 inh | ERAP1 inh | Cneo AK release | PGC1a acetyl inh
CCOCCCNC(=O)c1oc2ccc(S(=O)(=O)N3CCOCC3)cc2c1C
  -10 | / | 1 | -11 | -3 | 0 | -17 | /
CCOc1ccc(N(CC(=O)N2CC=C(c3ccccc3)CC2)S(=O)(=O)c2c(C)noc2C)cc1
  -6 | / | 5 | 4 | 10 | -4 | 6 | 3
O=C(CN1CCOCC1)N1CCCCN2[C@H](C1)[C@H](c1ccc(C#Cc3ccccc3)cc1)[C@@H]2CO
  6 | -0.4 | -6[16.7 µM] | -1 | 16 | -2 | -1 | 1
Cc1nn(C(=O)CCC(=O)NCc2ccccc2Cl)c2ccccc12
  -14 | 1.5 | 1 | 0 | 0 | -6 | 2 | 4
COc1cccc(CN2[C@H](CO)[C@@H](c3ccccc3)C23CN(C(=O)C2CC2)C3)c1
  7 | -0.1 | / | / | / | 2 | / | -21
Cc1ccc(S(=O)(=O)NCCN(CCNS(=O)(=O)c2ccc(C)cc2)S(C)(=O)=O)cc1
  / | / | 12 | 0 | -3 | / | 1 | 1
COc1ccc(S(=O)(=O)N2CCCCC2)cc1N(C)S(=O)(=O)c1ccccc1
  -4 | 0.3 | 15 | 6 | 1 | 1 | 1 | -4
COc1ccccc1NC(=O)CN(Cc1ccco1)C(=O)c1cncc(Br)c1
  -12 | 0.0 | -4 | / | / | 4 | / | 27
C[C@H](CO)N1C[C@H](C)[C@@H](CN(C)C(=O)C2CCOCC2)Oc2ncc(/C=C/c3ccccc3)cc2C1=O
  4 | 0.1 | 5[16.7 µM] | 1 | -24 | 2 | -3 | 7
CCCCCCOc1ccc(N2C(=O)CC(N3CCN(C(=O)c4ccco4)CC3)C2=O)cc1 (stereo not given)
  -8 | / | / | -4 | -7 | 2 | 3 | /
C#CCOc1c(Br)cc(/C=C2/C(=O)ON=C2C)cc1OCC
  -15 | -0.2 | -9 | 8 | 2 | 4 | -3 | /
CC(C)(C)c1ccc(/C=C2\SC(=O)N(CCNC(=O)c3cccc(S(=O)(=O)N4CCOCC4)c3)C2=O)cc1
  / | / | 0 | 5 | 8 | / | -10 | /
CCCCCCCCn1c2c(c(=N)c3ccccc31)CCC2
  43 | / | -16 | / | / | 9 | / | 23
CCOC(=O)C1=C(C)N(CCCC(=O)O)C(=O)NC1c1ccc(Cl)cc1Cl (stereo not given)
  7 | 0.1 | -9 | -1 | -4 | 2 | 0 | 6
Cc1ccc(S(=O)(=O)N(C)C[C@@H]2OCCCC[C@@H](C)Oc3ccc(NC(=O)Cc4ccccc4)cc3C(=O)N([C@@H](C)CO)C[C@@H]2C)cc1
  -51 | / | 2[16.7 µM] | 0 | 0 | -2 | 52 | -9
Cc1nnc(NC(=O)CCC(=O)N2CCN(S(=O)(=O)c3cc([N+](=O)[O-])ccc3C)CC2)s1
  -14 | 2.5 | -6 | -3 | -6 | 0 | -1 | 39
CO[C@@H]1CN(C)C(=O)c2ccc(NC(=O)NC(C)C)cc2OC[C@@H](C)N(C)C[C@@H]1C
  -7 | -0.1 | / | -2 | -5 | -2 | -1 | -9
COc1cc(/C=N\n2cnnc2)ccc1OCC(=O)Nc1ccc(C)cc1
  / | / | -1 | -10 | 2 | / | 3 | 5
COc1cccc(NC(=O)CCN2C(=O)C3CC=CCC3C2=O)c1 (stereo not given)
  -5 | -0.5 | -5 | 2 | -7 | -2 | -1 | 4
C[C@H](N=C1NS(=O)(=O)c2ccccc21)C(=O)OCc1cc([N+](=O)[O-])cc2c1OCOC2
  -14 | 6.6 | 9 | 0 | 13 | 0 | 0 | -1
O=C(Cc1ccccn1)N1CC(=O)N2[C@H](CO)[C@H](c3ccc(-c4ccc(F)cc4)cc3)[C@@H]2C1
  -5 | -0.3 | / | / | / | 2 | / | -1
O=C(Cn1nc(Cc2cccnc2)c2ccccc2c1=O)Nc1cc(F)ccc1F
  -22 | 5.2 | 2 | -5 | -3 | / | -6 | 0
Cc1cc(=O)n(C)c(=O)n1CCCNc1ccccc1
  -18 | / | -6 | 1 | 1 | -2 | 6 | 6
CCOc1ccc(N2C(=O)CC(NC3CCN(C(=O)c4cccs4)CC3)C2=O)cc1 (stereo not given)
  -8 | -0.1 | / | -1 | -2 | 1 | 0 | /
CO[C@@H](CN(C)Cc1cc(F)ccc1F)[C@H](C)CN(C(=O)Nc1ccc(F)cc1)[C@H](C)CO
  -7 | -0.2 | / | 0 | 5 | 0 | -3 | -11
COc1ccccc1NC(=O)C1=C(C)NC(SCC(=O)c2ccccc2)=C(C#N)C1c1ccco1 (stereo not given)
  / | / | 14 | -3 | -2 | / | 1 | -9

Entries of single compounds from above. Order of values: RAD52 inh	E-sel inducer	miR122 inh	PglD DTNB	RAD54 inh	ERAP1 inh	Cneo AK release	PGC1a acetyl inh
COc1ccc(S(=O)(=O)N2CCCCC2)cc1N(C)S(=O)(=O)c1ccccc1 is listed with -4	0.3	15	6	1	1	1	-4
COc1cccc(NC(=O)CCN2C(=O)C3CC=CCC3C2=O)c1 (stereo not given) is listed with -5	-0.5	-5	2	-7	-2	-1	4

Quoted from the listing.
Cneo AK release, Cc1ccc(S(=O)(=O)NCCN(CCNS(=O)(=O)c2ccc(C)cc2)S(C)(=O)=O)cc1 stands at 1
E-sel inducer, CCOc1ccc(N2C(=O)CC(NC3CCN(C(=O)c4cccs4)CC3)C2=O)cc1 (stereo not given) stands at -0.1
PglD DTNB, CC(C)(C)c1ccc(/C=C2\SC(=O)N(CCNC(=O)c3cccc(S(=O)(=O)N4CCOCC4)c3)C2=O)cc1 stands at 5

Quoted from the entries so far, 3 compounds:
Values run as follows: RAD52 inh | E-sel inducer | miR122 inh | PglD DTNB | RAD54 inh | ERAP1 inh | Cneo AK release | PGC1a acetyl inh
CCOCCCNC(=O)c1oc2ccc(S(=O)(=O)N3CCOCC3)cc2c1C
  -10 | / | 1 | -11 | -3 | 0 | -17 | /
CCOc1ccc(N(CC(=O)N2CC=C(c3ccccc3)CC2)S(=O)(=O)c2c(C)noc2C)cc1
  -6 | / | 5 | 4 | 10 | -4 | 6 | 3
O=C(CN1CCOCC1)N1CCCCN2[C@H](C1)[C@H](c1ccc(C#Cc3ccccc3)cc1)[C@@H]2CO
  6 | -0.4 | -6[16.7 µM] | -1 | 16 | -2 | -1 | 1
